3CLpro inhibitor – SARS-CoV 3CLpro protease inhibition; P0C6X7; recombinant SARS-CoV 3CLpro, quenched FRET peptide cleavage; inhibition, % at 6 µM; 290,000 compounds, 0.14% hits; in the data active = inhibition above about 12%
Rv3671c inh – inhibits the M. tuberculosis serine protease Rv3671c; inhibition, % at 5.96 µM; 320,000 compounds, 0.048% hits; in the data active = inhibition above about 38%;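 note: extracellular domain of Rv3671c used as enzyme; 0% = enzyme with DMSO and 100% = no enzyme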
PrPC surface inh – cell surface PrPC inhibition, primary TR-FRET screen. TR-FRET read-out. 370,000 compounds, 0.43% hits. P04156. inhibition, % at 13.8 µM; in the data active = inhibition above about 24%; note: 0% = median of the test wells and 100% = reference compound wells
Vc quorum ag – quorum light induction in luxS cqsA deficient V. cholerae | V. cholerae BH1578 lux reporter, luminescence, 6 h | activation, % at 18.7 µM | 350,000 compounds, 0.16% hits; in the data active = activation mostly above about 9.7%, no sharp cut-off; note: not every result past the cut was called active; inactives centre near 0; reference of the scale not given here
TcdB inh – TcdB glycohydrolase inhibition; TcdB glycohydrolase enzymatic assay, plate reader; AID 652162; 350,000 compounds, 0.24% hits; P18177; inhibition, % at 9.99 µM; in the data active = inhibition above about 10%
VHR inh abs – blocks human VHR1 dual specificity phosphatase; P51452; recombinant VHR phosphatase, pNPP absorbance; inhibition, % at 13.3 µM; 290,000 compounds, 0.52% hits; AID 1654; in the data active = inhibition above about 50%; note: some compounds called inactive have numbers as strong as hits
SSB-PriA inh – inhibitors of Klebsiella pneumoniae PriA binding to SSB C-terminal tail; AlphaScreen SSBct-PriA binding, biotinylated peptide; inhibition, % at 33 µM; 430,000 compounds, 0.6% hits; AID 1272365; in the data active = inhibition mostly above about 37%, no sharp cut-off; inactive = mostly below about 20%;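 note: plate controls were negative control peptide for no effect and reference peptide for full effect; strong numbers were not always called active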
MazF activator – MazEF (E. coli) toxin RNase activation; P0AE70; activation, % at 20 µM; AID 504720; 350,000 compounds, 0.32% hits; FAM/BHQ RNA-DNA oligo cleavage fluorescence, 5 h; in the data active = activation above about 50%
CCHFV vOTU inh – blocks the CCHF virus ovarian tumor domain protease; 370,000 compounds, 0.55% hits; CCHFV vOTU protease, Pep-AMC fluorescence; inhibition, % at 11.5 µM; AID 651958; in the data active = inhibition above about 30%; note: 0% = vehicle wells with enzyme and 100% = no enzyme wells
Yp Topo-I inh – blocks Yersinia pestis topoisomerase I activity. Y. pestis Topo-I cleavage product accumulation, plate reader. activity, % at 10 µM. 360,000 compounds, 0.064% hits; in the data active = activity above about 50%, passing the limit was not always enough; note: inactives centre near 2
Active calls of the source: *; i = inactive; x = not tested or not shown.

Below each SMILES – 3CLpro inhibitor, Rv3671c inh, PrPC surface inh, Vc quorum ag, TcdB inh, VHR inh abs, SSB-PriA inh, MazF activator, CCHFV vOTU inh, Yp Topo-I inh
1. CC1(C(=O)NS(=O)(=O)c2cccc(F)c2)CCN1C(=O)Cc1cccc2ccccc12 (configuration not stated)
  x, x, -7, i, -0.2, x, x, x, -7, 6
2. COc1ccccc1NS(=O)(=O)c1cccc2cccnc12
  -1, -2, 1, -0.2, 1.8, 19, -3, 1, -4, -1
3. CC(NCC(=O)Nc1ccccc1C(=O)NC1CC1)c1ccc(S(N)(=O)=O)cc1 (configuration not stated)
  x, -4, -5, i, -2.9, x, 2, 3, 8, -3
4. CC12CCC(C(=O)NCc3cccnc3)(OC1=O)C2(C)C (configuration not stated)
  -1, 3, -4, i, x, -12, -10, 2, 0, 5
5. CCOC(=O)N(Cc1ccccc1)C(C(=O)O)C(C(=O)O)N(Cc1ccccc1)C(=O)OCC (configuration not stated)
  7, -1, 3, i, x, -34, 6, -7, 9, -4
6. FC(F)(F)c1cnc(Sc2ncn[nH]2)c(Cl)c1
  3, 3, -4, -0.3, 1.8, 20, -3, 0, 12, 2
7. Cc1nn(Cc2ccccc2)c(C)c1NC(=O)CSc1nc(C2CC2)nc2c1cnn2-c1ccccc1
  -1, 6, -6, 1.0, x, -4, -13, -10, 14, 16
8. COC(=O)c1cccc(NC(=O)c2nn(C(C)C)c(=O)c3ccccc23)c1
  1, 1, -1, -0.6, x, -14, -13, 3, 1, 4
9. O=C(NNC1=NCCC1)c1cccc(S(=O)(=O)N2CCOCC2)c1
  1, 0, -1, 0.6, 1.1, 26, 3, 3, -4, -6
10. COc1ccc(-c2cc3ccccc3oc2=O)cc1NC(=S)NC(=O)c1ccc2c(c1)OCCO2
  6, -7, -2, i, x, 19, -9, -54, 0, -1
11. O=c1c2ccccc2ncn1/N=C/c1ccccc1
  -1, -11, -3, -0.4, 0.8, 11, x, -1, 18, -4
12. COc1ccc(OC)c(NC(=O)CSC2=NCCS2)c1
  3, -5, 1, -3.0, x, 3, -4, -5, 3, 5
13. CCCCOc1cccc(C2C(C(=O)c3cccs3)=C(O)C(=O)N2Cc2cccnc2)c1 (configuration not stated)
  2, 1, 1, -0.3, -0.2, 8, 2, 1, -10, -2
14. Cc1cc(S(=O)(=O)c2ccc([N+](=O)[O-])cn2)ccc1Br
  x, 8, 3, i, 0.8, x, -9, 3, 12, 3
15. Cc1nnc(NC(=O)CN2CC(C)OC(C)C2)s1 (configuration not stated)
  1, -1, -3, -0.1, 0.3, 13, -9, 13, 14, 3
16. CC1(C(=O)O)CC(C)(C(=O)O)CC(C)(C(=O)O)C1 (configuration not stated)
  -2, -5, 7, -1.0, x, 15, -8, 11, 13, -1
17. CNc1nc(C)c(C(=O)OCC(=O)OC)s1
  3, 8, 3, 4.3, x, 40, -15, 7, -4, 0
18. COc1ccc(/[N+]([O-])=C/c2ccco2)cc1
  x, -2, 3, -1.0, 0.7, x, 7, 3, -1, 6
19. O=c1oc2ccccc2cc1-c1ccc(O)cc1O
  3, 0, -13, -0.2, x, -2, -6, 10, 4, -5
20. O=C(O)C(=O)/C(=C\c1cccc(Cl)c1)c1ccc2ccccc2n1
  -2, -16, -2, -0.2, -0.5, 6, -35, 13, -5, 4

Other entries follow:
Below each SMILES – 3CLpro inhibitor, Rv3671c inh, PrPC surface inh, Vc quorum ag, TcdB inh, VHR inh abs, SSB-PriA inh, MazF activator, CCHFV vOTU inh, Yp Topo-I inh
21. CCCN1C[C@H](CSC)C[C@@H]2c3cccc4[nH]cc(c34)C[C@H]21
  -2, -3, -10, -0.5, 1.3, 9, 4, -19, 3, 3
22. Cc1cccc(NC(=S)N(CCCN2CCOCC2)C(C)c2cc3ccccc3o2)c1C (configuration not stated)
  3, 10, 8, -3.7, 0.6, 16, 1, 1, -6, 21
23. CCOc1ccc(C2(C#N)CC[N+](C)(C)CC2)cc1
  0, 2, -2, 0.6, x, 22, -12, 1, -2, -2
24. CCCCNC(=O)[C@@H]1CSC2c3ccccc3C(=O)N21 (some centres not stated)
  -4, x, 0, i, -0.4, 24, -4, -5, -12, -11
25. COc1ccc(CN2CCNC(=O)C2CC(=O)N(C)CCc2cnn(C)c2)c(F)c1 (configuration not stated)
  -6, 13, 7, -11, 0.1, -22, -5, -33, 8, -2
26. CN(c1cccc(NC(=O)c2ccccc2N(C)S(=O)(=O)c2ccccc2)c1)S(C)(=O)=O
  -2, -6, 5, 2.2, x, -1, -15, -4, 1, 6
27. CC1(C)Cc2cccc(OCC(=O)N3CCN(c4cccc(C(F)(F)F)c4)CC3)c2O1
  x, 3, 1, -1.6, 1.0, x, -8, 1, -2, 2
28. COc1ccc(S(=O)(=O)N2CCCCC2)cc1NS(=O)(=O)c1cc(Cl)ccc1Cl
  10, -3, 5, -0.3, x, -10, -6, -3, 9, 8
29. COc1ccc(N2C(=O)c3ccccc3NC2c2ccc(NC(C)=O)cc2)c(OC)c1 (configuration not stated)
  2, -2, -6, 1.3, 1.1, -14, 2, 4, -19, 4
30. CC(C)S(=O)(=O)c1cnc(-c2cccnc2)nc1N
  1, -1, -1, -0.6, 0.2, 4, -5, 6, -10, -9
31. Cc1cc(C)n2nc(C(=O)NC(C)(C)C)nc2n1
  3, -11, 6, x, x, 38, 3, 1, -15, 5
32. COc1ccccc1-c1c(C)nn2c(N3CCN(c4ccccc4OC)CC3)cc(C)nc12
  0, -4, -2, -0.2, 1.5, 42, -6, 5, -5, 2
33. CC(=O)N/C(=C\c1ccccc1)C(=O)OCCCOC(=O)/C(=C/c1ccccc1)NC(C)=O
  4, -4, -5, i, 1.1, -6, 10, 3, -2, 10
34. Nc1nc(CN2CCCCCC2)nc(Nc2ccc(F)cc2)n1
  -1, 4, -2, -14, x, 16, 14, 3, -1, 3
35. CCCCN1C=C(C(=O)OC)C(c2ccccc2C(F)(F)F)C(C(=O)OC)=C1
  3, 7, 6, x, x, 19, -13, 1, -10, 9
36. COc1ccc(S(=O)(=O)n2nc(OC(C)=O)cc2N)cc1
  3, 1, 7, -0.5, -0.9, 7, -9, -5, -7, -7
37. CC1CCN(Cc2nc(-c3ccc(Cl)cc3)no2)CC1
  -2, 4, -2, -0.5, -0.7, 0, -23, 5, 7, 4
38. Cc1ccc(CN(C)C(=O)c2ccccc2Sc2ccccc2C#N)cc1
  2, -7, 0, i, 1.9, 5, -42, -1, 5, 37
39. Brc1ccsc1-c1csc(-c2ccncc2)n1
  -1, 0, -13, i, -0.1, -18, 5, 4, 1, 3
40. O=C(COC(=O)C1CC2C=CC1C2)NCc1ccccc1Cl (configuration not stated)
  1, 2, 1, -0.1, x, -8, -9, 1, 12, 4

Other records.
Below each SMILES – 3CLpro inhibitor, Rv3671c inh, PrPC surface inh, Vc quorum ag, TcdB inh, VHR inh abs, SSB-PriA inh, MazF activator, CCHFV vOTU inh, Yp Topo-I inh
41. CC(C)COC(=O)NCCCOC(=O)Nc1ccccc1
  -5, 1, 6, i, x, -4, -12, 4, 0, -2
42. COc1ccc(NC(=O)c2cc(C(C)C)on2)cc1OC
  1, 2, -3, -0.4, x, 3, -7, 5, -1, 3
43. COc1ccc(OC)c(-c2csc(NC(=O)Cn3[nH]c(=O)c4ccccc4c3=O)n2)c1
  1, -16, 27*, i, 2.2, -9, 7, -101, -5, -5
44. COCCCN(CC(=O)NCc1ccccc1)S(=O)(=O)c1ccc(C)cc1
  4, -3, -4, i, 2.0, 6, 5, 4, -8, 4
45. O=C(c1coc(=O)c(Br)c1)N1CCOCC1
  -4, x, 0, i, x, 0, -7, -1, -36, 3
46. Cc1cccc(C)c1NC(=O)CN(C)C(=O)c1ccc(OCc2ccccc2)cc1
  x, x, 1, -4.5, 1.3, x, x, 5, -2, 21
47. COCCn1c(SCC(=O)N2CCOCC2)nnc1-c1ccco1
  -4, 0, 2, i, 0.8, -8, -6, 12, 12, 2
48. CCOC(=O)c1cc(Sc2ccccc2N)cc(C(=O)OCC)n1
  -2, -1, 9, -0.4, 0.9, 18, -10, 4, -2, 11
49. CSc1ccc(CN(C)C(C)C(=O)NCC2CCCCC2)cc1 (configuration not stated)
  2, -7, 8, i, -0.1, -7, -7, 0, 0, 38
50. Cc1ccc(CNC(=O)Nc2ccccc2)n1C
  2, 9, -4, i, 0.8, 2, 2, -3, -12, -1
51. COc1cccc(-c2cc3nc(NCCCN(C)C)n(C)c(=O)c3s2)c1
  x, x, -15, 1.1, -4.5, x, x, x, 16, -6
52. C=CCSc1nc(N)c(C(=O)Nc2ccccc2C)cc1C(N)=O
  2, 4, 1, i, x, -6, 3, 4, 12, -3
53. CC(=O)Nc1ccc(NC(=O)C(C)OC(=O)CCc2nc3ccccc3s2)cc1 (configuration not stated)
  0, -1, 6, -0.9, 1.8, 9, -1, 0, 28, -6
54. Cc1ccc(C(=O)Nc2ccccc2N2CCCCC2)o1
  0, -4, -10, -0.4, 0.0, 10, -6, 2, 2, 32
55. CCOC(=O)COc1cc2c(C(=O)OCC)c(C)oc2cc1Br
  -4, -4, 0, -0.6, x, 1, -3, -9, 18, 6
56. Cc1nn(C)c(Cl)c1/C=N/OC(=O)c1ccc(F)cc1
  1, -1, 0, -0.3, -0.8, 19, x, -4, 3, 3
57. N#Cc1nc(-c2ccc(OCc3ccccc3)cc2)oc1N1CCOCC1
  2, 5, -4, -2.9, x, -1, -20, -3, -15, 11
58. COc1ccc(-c2cc(C(=O)OCC(=O)N(C)C)c3ccccc3n2)cc1
  1, -10, -20, i, x, -18, -29, -2, 4, 20
59. CCCc1cnc(N2CCN(C(=O)c3ccc(OC)cc3)CC2)nc1
  0, -3, x, i, x, -1, -3, 0, x, 12
60. CCn1c(O)c(C=NCc2cccs2)c(=O)[nH]c1=O
  2, 1, 6, i, x, -1, -14, 4, 4, 0

Next part
Below each SMILES – 3CLpro inhibitor, Rv3671c inh, PrPC surface inh, Vc quorum ag, TcdB inh, VHR inh abs, SSB-PriA inh, MazF activator, CCHFV vOTU inh, Yp Topo-I inh
61. CN(C)S(=O)(=O)c1ccc(Cl)c(NC(=O)CSc2nc3c(cc2C#N)C(=O)CCC3)c1
  2, -3, -5, 0.1, -0.4, -3, -2, 30, 4, 14
62. CCOc1ccc(N(Cc2cc3ccc(C)cc3[nH]c2=O)S(=O)(=O)c2ccccc2)cc1
  13*, -25, -6, -2.1, 1.6, 30, -2, -9, 5, 12
63. Cc1ccc(C)c(N(CC(=O)NCc2ccco2)C(=O)CCC(=O)Nc2nccs2)c1
  6, -2, 7, -0.5, 1.4, 10, -11, 1, 7, 10
64. CCC(C)(C(=O)NC1CCCCC1)N(Cc1cccs1)C(=O)c1ccccn1 (configuration not stated)
  2, 0, -3, -0.8, 0.0, 4, -7, -1, -9, 1
65. CCOc1ccc(Nc2nc(N3CCOCC3)nc(N3CCOCC3)n2)cc1
  1, 0, -8, i, 0.4, 21, -2, 2, -6, -7

Laid out differently: entries from further up
34: Nc1nc(CN2CCCCCC2)nc(Nc2ccc(F)cc2)n1
35: CCCCN1C=C(C(=O)OC)C(c2ccccc2C(F)(F)F)C(C(=O)OC)=C1
36: COc1ccc(S(=O)(=O)n2nc(OC(C)=O)cc2N)cc1

compound no.	34	35	36
3CLpro inhibitor	-1	3	3
Rv3671c inh	4	7	1
PrPC surface inh	-2	6	7
Vc quorum ag	-14	x	-0.5
TcdB inh	x	x	-0.9
VHR inh abs	16	19	7
SSB-PriA inh	14	-13	-9
MazF activator	3	1	-5
CCHFV vOTU inh	-1	-10	-7
Yp Topo-I inh	3	9	-7

Only part of the results is shown (hit frequency here may not be typical).
